Screening data: PubChem BioAssay, Sanford-Burnham Center for Chemical Genomics
Jurkat NFkB inh = inhibitors of induced NF-kB luciferase reporter, primary screen, TCR NF-kB activation inhibitor project, cell-based, luminescence, uHTS; Jurkat, PMA/ionomycin-induced NF-kB luciferase reporter; inhibition, % at 4 µM; 330,000 tested, 0.53% active; in the data active = inhibition above about 50%
697 NFkB inh = inhibitors of PMA/ionomycin-induced NF-kB reporter, 697 cells, primary screen, B-cell NF-kB inhibitor project, cell-based, luminescence, uHTS | 697 B-cell NF-kB luciferase reporter, 16 h | inhibition, % at 4 µM | 330,000 tested, 0.33% active; in the data active = inhibition above about 35%
UPR XBP1 act = activators of adaptive XBP1 UPR arm, primary screen, cell-based, CHO-XBP1 luciferase reporter, luminescence, uHTS; 330,000 tested, 0.33% active; AID 463104, 2010; IRE1-XBP1 UPR activation; percent of tunicamycin response, DMSO as zero; activation, % at 20 µM;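 active = versus positive control, 20 µM dose yields 30% or more activation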;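 note: 100% = tunicamycin at 10 µg/mL and 0% = DMSO only wells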
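Assay system: IRE1-XBP1 luciferase reporter CHO line. Input: 1000 cells/well. Buffer or medium: F12 with 10% serum. Doses: 20 µM, 1% DMSO. Times: overnight seeding at 37 °C, 6 h compound treatment at 37 °C. Technique: Steady-Glo luciferase glow luminescence, 10 min after reagent addition.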
Mdm2-MdmX inh = inhibitors of human Mdm2-MdmX association, primary screen, cell-based, luminescence, split luciferase, SaOS-2, uHTS; SaOS-2 split-luciferase Mdm2/MdmX complementation; inhibition, % at 8 µM; 330,000 tested, 3% active;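 active = inhibition of at least 50% at 8 µM in the primary screen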
Target sequence (O15151 whole entry, looked up): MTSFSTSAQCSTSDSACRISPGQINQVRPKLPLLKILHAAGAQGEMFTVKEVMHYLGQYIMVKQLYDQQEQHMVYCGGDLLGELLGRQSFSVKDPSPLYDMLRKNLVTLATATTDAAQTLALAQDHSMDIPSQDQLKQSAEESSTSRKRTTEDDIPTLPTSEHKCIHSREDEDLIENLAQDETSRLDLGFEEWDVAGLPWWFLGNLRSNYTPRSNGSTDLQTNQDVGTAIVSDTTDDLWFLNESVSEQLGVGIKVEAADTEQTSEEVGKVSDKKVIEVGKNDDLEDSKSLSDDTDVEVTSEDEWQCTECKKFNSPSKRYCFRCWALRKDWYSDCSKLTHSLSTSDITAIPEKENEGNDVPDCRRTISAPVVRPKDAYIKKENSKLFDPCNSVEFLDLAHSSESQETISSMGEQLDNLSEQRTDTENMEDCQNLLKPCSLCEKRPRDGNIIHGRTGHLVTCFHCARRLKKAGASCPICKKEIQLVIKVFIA
Target sequence (Q00987 whole entry, looked up): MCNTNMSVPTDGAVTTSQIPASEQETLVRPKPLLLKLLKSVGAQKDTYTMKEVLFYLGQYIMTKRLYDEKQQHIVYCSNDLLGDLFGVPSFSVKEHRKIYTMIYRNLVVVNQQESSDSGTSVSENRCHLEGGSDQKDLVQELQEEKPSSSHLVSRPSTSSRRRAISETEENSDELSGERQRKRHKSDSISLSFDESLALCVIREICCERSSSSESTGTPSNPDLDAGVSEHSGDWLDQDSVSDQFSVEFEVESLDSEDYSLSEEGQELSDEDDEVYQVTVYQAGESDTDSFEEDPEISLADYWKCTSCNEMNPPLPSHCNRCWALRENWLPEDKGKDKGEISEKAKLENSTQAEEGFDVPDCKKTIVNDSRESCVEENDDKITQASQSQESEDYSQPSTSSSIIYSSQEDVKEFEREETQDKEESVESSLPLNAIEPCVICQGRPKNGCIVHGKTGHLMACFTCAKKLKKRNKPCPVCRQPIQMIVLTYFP
tim10-1 inh = growth inhibitors of tim10-1 mutant yeast, primary screen, luminescence, uHTS | S. cerevisiae tim10-1 ts strain growth, BacTiter-Glo, 24 h | inhibition, % at 20 µM | 330,000 tested, 2.2% active;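 active = inhibition of at least 40%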;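 note: mutant grown at 25 °C; 0% = DMSO wells with yeast and 100% = wells holding no yeast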
TIM10 inh = growth inhibitors of isogenic TIM10 control yeast, primary screen, counter-screen for tim10-1 yeast inhibitor project, luminescence, uHTS; S. cerevisiae TIM10 strain growth, BacTiter-Glo luminescence, 24 h; inhibition, % at 10 µM; 330,000 tested, 1.4% active; AID 463195, 2010;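 active = inhibition of 40% or more at the single tested concentration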;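 note: wild-type TIM10 isogenic control strain grown at permissive 25 °C; 0% = DMSO yeast wells and 100% = minimal medium wells without yeast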
UPR CHOP act = activators of apoptotic CHOP UPR arm, primary screen, cell-based, CHO-CHOP luciferase reporter, luminescence, uHTS | UPR activation; percent of tunicamycin response over DMSO baseline | activation, % at 10 µM | 330,000 tested, 0.34% active;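 active = at 10 µM dose, activation of 40% or more, normalized to positive control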;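 note: 100% = tunicamycin at 10 µg/mL and 0% = DMSO alone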
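Test system: CHO-CHOP cells, stable luciferase reporter of PERK-eIF2a-CHOP signalling | Quantity: 500 CHO-CHOP cells per well | Buffer or medium: F12 plus 10% serum | Compound dosing: 10 µM single point, 0.5% DMSO | Schedule: 6 h compound treatment, 37 °C | Signal: Luciferase luminescence | Control set: Tunicamycin high control, DMSO low control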
tim23-1 inh = growth inhibitors of tim23-1 mutant yeast, primary screen, luminescence, uHTS; AID 463212, 2010; S. cerevisiae tim23-1 growth, BacTiter-Glo luminescence, 24 h; 330,000 tested, 1.3% active; inhibition, % at 20 µM;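 active = growth inhibition of the mutant yeast at or above 50%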;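 note: temperature-sensitive mutant grown at 25 °C; plate controls were DMSO-treated mutant yeast for no effect and medium wells lacking yeast for full effect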
* hit, by the source's call. This is a random part of the collection; 6.6% or so of the library scored in one or more.

The first 4 records, to show the layout:
structure	tim10-1 inh	tim23-1 inh	Mdm2-MdmX inh	Jurkat NFkB inh	UPR CHOP act	TIM10 inh	697 NFkB inh	UPR XBP1 act
O=C(NN=C1CCCC1)c1cccc(O)c1	-11	-14	6	-8	-1.0	6	29	-2
Cc1ccc(/C=N/n2c(-c3ccncc3)n[nH]c2=S)s1	-15	-5	12	-3	-1.5	-12	0	-2
c1ccc(Cn2cnc3ccccc32)cc1	0	-8	-54	-115	6.3	-10	-197	12
O=C(Cc1cccs1)N1CCCC(c2nc3c(nnn3Cc3ccccc3Cl)c(=O)[nH]2)C1 (stereo not drawn)	4	9	4	11	1.9	7	1	1

Main list, from the start:
structure	tim10-1 inh	tim23-1 inh	Mdm2-MdmX inh	Jurkat NFkB inh	UPR CHOP act	TIM10 inh	697 NFkB inh	UPR XBP1 act
O=C(NN=C1CCCC1)c1cccc(O)c1	-11	-14	6	-8	-1.0	6	29	-2
Cc1ccc(/C=N/n2c(-c3ccncc3)n[nH]c2=S)s1	-15	-5	12	-3	-1.5	-12	0	-2
c1ccc(Cn2cnc3ccccc32)cc1	0	-8	-54	-115	6.3	-10	-197	12
O=C(Cc1cccs1)N1CCCC(c2nc3c(nnn3Cc3ccccc3Cl)c(=O)[nH]2)C1 (stereo not drawn)	4	9	4	11	1.9	7	1	1
COc1ccc2c(c1)c(=O)oc1c(C)c(OC(C)C(=O)NCC3CCC(C(=O)O)CC3)ccc12 (stereo not drawn)	7	4	11	-9	-1.5	8	0	3
O=C1CC(c2ccccc2)CC(O)=C1C=Nc1ccc(O)cc1 (stereo not drawn)	19	16	26	18	8.7	17	-15	14
O=c1[nH]cnc2c1c(-c1ccccc1)cn2-c1ccc(F)cc1	34	47	-5	-16	1.2	43*	16	-3
CC(=O)N1CCN(Cc2ccc(Br)s2)CC1	4	4	14	2	-0.7	8	17	0
CN(CCOC(=O)/C=C/c1ccco1)Cc1ccccc1	2	14	2	-3	-2.2	0	12	-4
CC(=O)N1c2ccc(S(=O)(=O)N3CCC(C(=O)Nc4cccc(F)c4)CC3)cc2CC1C (stereo not drawn)	12	7	30	21	2.1	-4	9	-6
O=C(CS(=O)(=O)c1ccc(F)cc1)NCc1ccccc1	-8	5	-9	5	-1.7	8	-28	1
CC1=CC(C)C2(CO)COC(c3ccc(O)cc3)C1C2C (stereo not drawn)	5	17	2	1	-1.5	-9	10	-1
Cn1c(=O)c2c(nc(N3CCCCC3)n2CC(O)COc2ccccc2)n(C)c1=O (stereo not drawn)	-10	27	-10	6	0.9	-5	7	-2
COc1cccc(CN(C)C(=O)c2ccc(Oc3ccccc3)cc2)c1OC	14	37	-14	4	1.1	8	-15	-2
O=[N+]([O-])c1ccc(N2N=C(c3ccco3)CC2c2ccccc2)cc1 (stereo not drawn)	27	31	13	2	-1.5	17	7	-3
O=C1NC(=O)/C(=C/c2ccccc2OCc2ccccc2)S1	46*	20	-1	-8	0.0	40	-20	-1
CCOc1ccccc1NC(=O)NCCC1=CCCCC1	22	23	9	4	1.5	30	2	4
COC(=O)C/C=C/[C@@H](C)[C@@H](/C=N/O[C@H](C)c1cn([C@@H]2COC[C@H]2O)nn1)NS(=O)(=O)c1ccc(C)cc1	1	8	3	14	-1.6	5	18	1
CCOC(=O)C1CCCN(Cc2c(F)cccc2Cl)C1 (stereo not drawn)	5	16	-32	-1	-0.7	1	11	0
CCOC(=O)N1CCN(c2ncnc3nc[nH]c23)CC1	-13	-12	2	-3	2.2	5	4	-2

Profiles as entered above. Order of values: tim10-1 inh	tim23-1 inh	Mdm2-MdmX inh	Jurkat NFkB inh	UPR CHOP act	TIM10 inh	697 NFkB inh	UPR XBP1 act
Listed for `COC(=O)C/C=C/[C@@H](C)[C@@H](/C=N/O[C@H](C)c1cn([C@@H]2COC[C@H]2O)nn1)NS(=O)(=O)c1ccc(C)cc1` → 1	8	3	14	-1.6	5	18	1
Listed for `c1ccc(Cn2cnc3ccccc32)cc1` → 0	-8	-54	-115	6.3	-10	-197	12
Listed for `O=c1[nH]cnc2c1c(-c1ccccc1)cn2-c1ccc(F)cc1` → 34	47	-5	-16	1.2	43*	16	-3

(list continues)
structure	tim10-1 inh	tim23-1 inh	Mdm2-MdmX inh	Jurkat NFkB inh	UPR CHOP act	TIM10 inh	697 NFkB inh	UPR XBP1 act
O=C(c1cccs1)N1CCN(c2ncc(Br)cn2)CC1	-11	5	20	3	1.0	-7	-1	-1
C/C(=C\C(=O)OCC(=O)NCc1ccccc1)C(=O)OCC(=O)NCc1ccccc1	17	-8	-30	3	-1.3	0	-9	-2
COc1ccc(NC(=O)Cn2nnc(C(=O)NCc3cccs3)c2N)c(OC)c1	-6	-10	23	-10	-2.1	-9	-1	-1
Cc1cc(Br)ccc1NC(=O)CN(C)C(=O)c1cc(S(=O)(=O)N(C)C)ccc1N1CCCC1	6	0	17	-7	0.4	6	-5	-3
CCOc1ccc2nc(N3CCCCCC3)sc2c1	26	31	-277	-234	-0.1	16	-236	0
N/C(=N\OC(=O)CCC1CCCC1)c1ccc([N+](=O)[O-])cc1	61*	30	10	-13	-0.8	18	-6	2
CN(CC(=O)Nc1c(Cl)cccc1Cl)C(=O)c1ccncc1	1	-3	19	9	-0.1	2	13	-6
Oc1ccc(N2CCN(C(=S)NCc3ccccc3)CC2)cc1	-58	1	5	23	-1.8	-32	-10	-5
CCC(=O)NC(=S)NNC(=O)c1ccccc1[N+](=O)[O-]	45*	56*	9	3	0.1	53*	4	-1
COc1cccc(NC(=O)CN2C(=O)NC(Cc3c[nH]c4ccccc34)C2=O)c1 (stereo not drawn)	14	2	19	-6	0.5	-2	-2	1
O=C(Nc1ccc(NC(=O)c2cccc([N+](=O)[O-])c2)cc1)c1cccc([N+](=O)[O-])c1	-5	-5	-2	-20	0.7	-7	-17	-2
CCc1ccc(OCCNC(=O)c2cc(SC)ccc2Cl)cc1	24	22	6	11	-0.1	9	12	1
CC1(C)CC(C(CC(=O)O)c2ccccc2)CCO1 (stereo not drawn)	-2	9	-7	17	0.9	6	-8	-4
CCC(=O)c1ccc(OCCn2cncn2)cc1	10	8	22	-7	-1.4	-7	26	-3
COc1cc(OC)c(C(=O)O/N=C(\N)c2ccc(C)cc2)cc1OC	46*	36	69*	3	3.5	33	-13	8
CCOc1ccc(N/N=C(/C#N)C(N)=O)cc1	-137	-38	-3	-4	0.4	19	3	2
CCCCC(NC(=O)c1ccc(C#N)cc1)C(=O)NCCC (stereo not drawn)	-8	2	17	-5	0.1	4	-2	-1
O=C(C1CC(=O)N(c2ccccc2)C1)N1CCN(c2ccccc2F)CC1 (stereo not drawn)	-3	11	8	20	1.8	-6	19	-3
CC(NS(=O)(=O)c1ccc(N)cc1)C1CC2CCC1C2 (stereo not drawn)	-79	36	-2	-16	1.7	2	-7	-4
COc1cc(C)c(C(=O)Oc2cc(C)c(C(=O)O)c(O)c2C)c(O)c1C	38	33	-19	0	-2.5	15	31	-2
Cc1cccc(NC(=S)NC(=O)c2ccco2)n1	12	11	5	-7	3.4	3	-10	-2
CSCCC(NS(=O)(=O)c1ccc(Cl)cc1)C(=O)O (stereo not drawn)	10	0	3	1	0.4	-7	-1	-1
Cc1nc2ccccc2c2nc(NC(=O)C(F)(F)F)nn12	1	5	-4	-4	-0.2	-3	17	2
NC(=O)N=Nc1c(O)[nH]c2ccc([N+](=O)[O-])cc12	-1	-9	24	3	-1.4	-14	2	0
COc1cc2cc(CCOC(=O)c3ccc(F)cc3)oc(=O)c2cc1OC	2	14	1	0	1.9	-13	8	4
Cc1nc(S(=O)(=O)Cc2ccccc2)nc2c1CCC2	1	2	5	-6	2.7	11	5	-1
O=C(NNC(=O)c1ccc([N+](=O)[O-])cc1)c1ccncc1	3	-1	11	-3	-2.4	3	10	-4
Cc1c(NC(=O)C2CC(c3cccc(Br)c3)=NO2)c(=O)n(-c2ccccc2)n1C (stereo not drawn)	-10	-23	10	0	0.0	12	16	-2
COC(=O)c1cc(CNC(=O)CCCSc2ccccc2)ccc1OC	-6	-3	24	0	-1.2	-11	11	-2
CCc1n[nH]c(=S)n1/N=C/c1c(C)nn(-c2ccccc2)c1Cl	35	-9	28	8	-0.5	25	-36	8
COc1ccc(Cl)cc1C(=O)NNC(=O)CNC(=O)c1ccc(C)s1	-7	-17	19	2	0.8	-10	1	-1
Cn1c(C(=O)NCc2cccnc2)cc2sccc21	5	10	-7	-17	-1.1	-14	10	-1
COc1ccc(-c2cc(C(F)(F)F)n3nc(C(=O)Nc4cc(C)on4)cc3n2)cc1OC	10	18	37	10	0.2	9	17	-3
Cc1ccc(S(=O)(=O)N(C)CC(=O)OCC(=O)NCCc2ccc(S(N)(=O)=O)cc2)cc1	-1	-4	-5	-11	-0.6	-7	-17	-1
O=C(O)C1CC=CCC1C(=O)Nc1cccnc1 (stereo not drawn)	-3	9	5	2	-1.8	-5	14	-1
Cc1ccc(CS(=O)(=O)c2nsc(C)c2C#N)cc1	8	7	4	8	-0.8	-2	10	-1
CCOC(=O)C1CCCN(C(=O)c2cn(-c3ccccc3)nc2-c2cccnc2)C1 (stereo not drawn)	14	7	30	2	-0.8	0	15	-1
COc1cccc(CNC(=O)CCC2CCCN(C(=O)c3csc(C(C)C)n3)C2)c1 (stereo not drawn)	-1	8	-6	-4	1.4	13	0	-1
Cc1ccc(/C=N/NC(=O)Cc2ccc(Cl)cc2)s1	11	4	-2	39	0.0	-6	3	2
Cc1ccc(CNS(=O)(=O)c2ccc([N+](=O)[O-])cc2)cc1	8	20	-24	-1	-1.2	-5	-24	-4
CCOC(=O)N1CCN(C(=O)c2ccc(OC(C)=O)cc2)CC1	11	-4	-7	7	4.8	19	9	0
O=C(COc1cccc(NC(=O)c2cccc([N+](=O)[O-])c2)c1)c1ccc(F)cc1	15	12	14	7	3.1	19	8	-1
CC(OC(=O)c1ccc(-n2cnnn2)cc1)C(=O)NCc1ccccc1 (stereo not drawn)	-2	7	8	-4	1.3	3	16	5
N/C(=N\OC(=O)c1ccc(Cl)cc1)c1[nH]ncc1Br	66*	60*	-198	-138	-8.0	43*	-394	-10
N#C/C(=C/c1ccc(F)cc1)c1nnc(NC(=O)c2ccccc2)s1	6	-13	74*	-6	0.7	-14	-12	-3
CC(=O)N1CCC2(CC1)CC(=O)c1cc(Cl)ccc1O2	-1	11	-12	13	0.3	2	-12	0
O=C(O)COc1ccccc1/C=N/NC(=O)c1cc(-c2ccc(Cl)cc2)nc2ccccc12	31	49	6	4	-0.4	34	5	-2
O=C(NNS(=O)(=O)c1ccc(F)cc1)c1ccc([N+](=O)[O-])cc1Cl	-11	-9	-7	7	-1.7	-11	9	-5
COc1ccc(C)cc1N1CC(C(=O)Nc2ccccc2N2CCCCC2)CC1=O (stereo not drawn)	17	32	4	-2	2.1	9	6	0
CCCS(=O)(=O)C/C(N)=N/OC(=O)c1ccc(Cl)cc1	-5	1	-22	-2	0.0	2	-6	3
CCCCNC(=O)C(CC)Sc1nc2sc(C(=O)OC)c(C)c2c(=O)n1N (stereo not drawn)	15	-4	8	-3	-2.3	18	4	-2
